Compound activity as filed in PubChem.
PAD4 inh: PAD4 (human) enzyme inhibition | recombinant PAD4, RCA probe fluorescence polarization | inhibition, % at 6.36 µM | 0.41% of 330,000 active;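 active means percent inhibition above a cutoff equal to the mean of all tested compounds plus 3 SD, cut at about 15% in these data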;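 further: 0% = PAD4 with RCA probe and DMSO and 100% = probe without PAD4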
PAFAH2 FP inh: inhibitors of human PAFAH2; Q99487; recombinant PAFAH2, FP-rhodamine activity probe, fluorescence polarization; inhibition, % at 3.39 µM; 0.99% of 340,000 active; AID 492956;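 active means inhibition above the mean over all tested compounds plus 3 SD, cut at about 30% in these data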;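 further: inhibitors block probe labeling of enzyme so polarization drops; 0% = enzyme with DMSO and 100% = wells lacking PAFAH2 protein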
LYPLA1 inh: LYPLA1 (human) inhibition in PME1 counter-screen; AID 2174; O75608; recombinant LYPLA1, FP-Rh probe fluorescence polarization; inhibition, % at 5.9 µM; 0.16% of 320,000 active;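 active means inhibition above the mean of all tested compounds plus 3 SD, set per campaign, cut at about 14% in these data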;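 further: inhibitors block serine hydrolase probe labeling of LYPLA1 so polarization falls; 0% = enzyme with DMSO and 100% = wells lacking LYPLA1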
Target sequence (O75608 whole entry, looked up): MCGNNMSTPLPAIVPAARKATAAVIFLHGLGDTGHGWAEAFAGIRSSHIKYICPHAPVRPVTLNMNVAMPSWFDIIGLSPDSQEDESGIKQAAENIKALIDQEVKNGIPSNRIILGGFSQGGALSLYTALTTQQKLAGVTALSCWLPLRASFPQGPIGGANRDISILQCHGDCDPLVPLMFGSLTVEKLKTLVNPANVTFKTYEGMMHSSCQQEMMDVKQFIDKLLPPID
GSTO1 counter: blocks human GSTO1 in RBBP9 counter-screen; 1.1% of 300,000 active; P78417; inhibition, % at 5.96 µM; recombinant GSTO1, activity-based probe fluorescence polarization;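 active means inhibition above the campaign mean inhibition plus 3 SD, cut at about 35% in these data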;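 further: 0% = GSTO1-1 with DMSO and 100% = wells lacking GSTO1-1 enzyme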
LYPLA2 counter: counter-screen for PME1 inhibitors: inhibitors of human LYPLA2. O95372. 0.38% of 320,000 active. recombinant LYPLA2, FP-Rh probe fluorescence polarization. inhibition, % at 5.9 µM;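 active means inhibition above the screen-wide mean plus 3 SD, limit set per campaign, cut at about 26% in these data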;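 further: 0% = LYPLA2 with DMSO and 100% = wells lacking LYPLA2 enzyme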
PAFAH1B2 FP inh: inhibitors of human PAFAH1B2. P68402. recombinant PAFAH1B2, FP-rhodamine activity probe, fluorescence polarization. inhibition, % at 3.39 µM. 1.2% of 340,000 active;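 active means inhibition above the mean of all tested compounds plus 3 SD, cut at about 24% in these data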;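 further: 0% = enzyme with DMSO and 100% = wells lacking PAFAH1B2; many of its hits are not listed in these tables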
PAFAH1B3 inh: inhibitors of human PAFAH1B3 | Q15102 | recombinant PAFAH1B3, FP-rhodamine probe, fluorescence polarization | 0.28% of 340,000 active | inhibition, % at 3.39 µM;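 active means inhibition above the screen-wide average of all tested compounds plus 3 SD, cut at about 25% in these data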;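 further: 0% = enzyme with DMSO only and 100% = wells lacking PAFAH1B3 protein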
Target sequence (Q15102 whole entry, looked up): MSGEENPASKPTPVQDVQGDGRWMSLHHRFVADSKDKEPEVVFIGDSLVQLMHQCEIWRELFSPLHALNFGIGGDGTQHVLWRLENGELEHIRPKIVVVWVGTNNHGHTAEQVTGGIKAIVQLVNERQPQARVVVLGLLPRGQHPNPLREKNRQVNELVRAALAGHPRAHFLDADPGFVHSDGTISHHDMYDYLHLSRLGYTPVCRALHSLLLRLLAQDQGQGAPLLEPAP
pPAFAH FP inh: pPAFAH (human) enzyme inhibition; Q13093; recombinant pPAFAH, FP-rhodamine probe fluorescence polarization; inhibition, % at 3.39 µM; 1.5% of 330,000 active; AID 463082;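 active means inhibition above the mean inhibition across the screen plus 3 SD, cut at about 25% in these data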;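 further: inhibitors block binding of the rhodamine activity-based probe so polarization drops; 0% = enzyme with DMSO and 100% = wells lacking pPAFAH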
Target sequence (Q13093 whole entry, looked up): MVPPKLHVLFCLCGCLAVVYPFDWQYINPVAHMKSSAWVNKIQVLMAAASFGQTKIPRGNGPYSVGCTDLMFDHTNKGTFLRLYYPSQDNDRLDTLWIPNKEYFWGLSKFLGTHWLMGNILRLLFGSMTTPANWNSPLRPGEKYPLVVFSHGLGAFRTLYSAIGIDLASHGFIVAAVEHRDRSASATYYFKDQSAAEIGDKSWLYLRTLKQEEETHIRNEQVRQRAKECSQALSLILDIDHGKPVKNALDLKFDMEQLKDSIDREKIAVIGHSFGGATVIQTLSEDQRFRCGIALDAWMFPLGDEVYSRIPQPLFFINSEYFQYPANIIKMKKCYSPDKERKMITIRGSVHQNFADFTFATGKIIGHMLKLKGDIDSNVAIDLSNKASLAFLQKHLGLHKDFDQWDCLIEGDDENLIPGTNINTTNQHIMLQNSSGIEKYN
PREPL inhibitor: human PREPL enzyme inhibition; recombinant PREPL, fluorescence polarization activity-based probe; inhibition, % at 5.96 µM; Q4J6C6; 0.68% of 320,000 active; AID 2751; in the data active means inhibition above about 43%;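 further: 0% = enzyme with DMSO and 100% = wells lacking enzyme; many of its hits are not listed in these tables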
* marks the source's active call; other numbers are inactive results; nt = no result given. This is a subset; the hit share may differ from the screen's.

item	mol	PAD4 inh	PAFAH2 FP inh	LYPLA1 inh	GSTO1 counter	LYPLA2 counter	PAFAH1B2 FP inh	PAFAH1B3 inh	pPAFAH FP inh	PREPL inhibitor
1	Cc1ccc(OCC(=O)Nc2ccccc2C(=O)NC2CC2)cc1	1.1	-7.5	0.5	nt	4.7	-2.4	5.1	-3.8	0.1
2	CCn1c2ccccc2c2cc(NC(=O)Cc3ccc(S(=O)(=O)N4CCOCC4)s3)ccc21	1.2	-4.6	-12.2	-4.3	-11.4	3.5	12.4	13.8	6.7
3	Cn1c(N)c(C(=O)COC(=O)CCc2c[nH]c3ccccc23)c(=O)n(C)c1=O	-7.3	8.5	0.7	-8.0	3.3	13.8	-1.2	5.5	-0.7
4	CCN(CC1CCCO1)C(=O)c1cc(COc2ccc(F)cc2F)on1 (centres undefined)	-4.1	4.0	3.3	2.5	10.6	10.9	7.8	-3.2	22.4
5	CC1CN(S(=O)(=O)c2ccc(C(=O)Nc3ccc(S(=O)(=O)Nc4ncccn4)cc3)cc2)CC(C)O1 (centres undefined)	-4.3	2.4	4.5	0.3	3.3	-3.6	1.5	4.6	-0.3
6	CCCCSc1ncc(C(=O)OCC)c(N)n1	-4.7	3.4	2.8	-2.3	-1.0	3.6	2.7	3.7	14.7
7	Cc1cccc(N2CCN(CC(O)COCc3cccs3)CC2)c1C (centres undefined)	-0.2	-3.2	-1.4	-1.9	1.7	4.9	5.7	2.1	-5.1
8	O=C(C1CCN(S(=O)(=O)c2ccc(F)cc2)CC1)N1CC=C(c2ccccc2)CC1	1.5	-0.5	7.8	8.4	17.7	5.4	12.3	0.5	19.9
9	Cc1onc(-c2ccccc2)c1C(=O)Nc1ccccc1N1CCOCC1	2.5	3.8	-1.9	6.6	-2.5	4.2	8.4	0.1	1.1
10	CCOc1ccc(NC(=O)COc2ccccc2)c([N+](=O)[O-])c1	1.3	0.5	0.8	4.5	4.0	2.6	7.2	5.3	18.0
11	CCCNC(=O)/C(C#N)=C1\N=C(NC(=O)c2cccs2)c2ccccc21	-2.5	14.6	4.8	1.1	8.2	1.0	7.2	4.2	3.5
12	Cc1ccc(NC(=O)CN2CCN(C(=O)c3ccco3)CC2)cc1	0.1	-13.3	-0.7	-4.3	-0.6	1.5	4.9	2.9	-0.7
13	Cc1ccc(NC(=S)/C(=C(\[O-])c2ccc(C)c([N+](=O)[O-])c2)[n+]2ccccc2)cc1C	4.4	nt	0.5	10.8	9.3	nt	nt	6.1	27.1
14	CNC(=S)NNC(=O)c1sccc1OCc1ccc(Cl)cc1Cl	1.9	5.6	0.2	5.5	0.5	2.8	1.1	-1.4	5.8
15	COc1ccc(CCNC(=O)CN(C2CCCCC2)S(C)(=O)=O)cc1OC	-2.6	-0.9	1.6	-4.8	-1.7	1.8	6.6	-6.1	0.6
16	O=C(CN1CCN(C(=O)CNC(=O)c2ccc3c(c2)OCO3)CC1)Nc1ccc(F)cc1	-0.1	1.6	0.7	nt	3.6	8.2	4.0	-0.3	-2.7
17	Cc1cccc(OCC(=O)N/N=C\c2cccn2C)c1C	-7.5	8.7	1.6	3.5	2.1	0.6	-3.4	6.0	22.7
18	CCOCc1nnc(NC(=O)C2CC(=O)N(C3CCCC3)C2)s1 (centres undefined)	-0.7	-3.0	0.3	3.9	3.6	0.8	-4.0	7.0	-5.3
19	c1ccc(CSc2nnc(-c3ccccn3)n2-c2ccccc2)cc1	-5.6	3.9	3.9	-1.4	4.3	7.2	-1.1	4.3	31.5
20	Nc1cccnc1Sc1cc(Cl)cc(Cl)c1	1.1	2.5	-1.0	6.5	3.8	2.0	2.2	0.1	-23.4
21	CCOc1cc(NC(=O)c2ccco2)c(OCC)cc1NC(=O)CCc1ccccc1OC	-4.3	-3.8	-1.4	4.5	-0.1	1.5	4.6	21.2	11.1
22	CCOC(=O)N1CCC(=NNC(=O)NC2CCCCC2)CC1	2.2	4.0	-0.7	4.0	5.8	3.1	3.9	0.6	0.1
23	COc1cc(C(=O)NNC(=O)COc2ccc(C)cc2)ccc1OCC(=O)N1CCOCC1	-0.3	-1.3	-6.4	nt	-8.5	0.7	10.6	-7.0	3.1
24	Cc1cc(C)cc(NC(=O)N2CCN(C/C=C/c3ccccc3)CC2)c1	-5.7	-5.8	-1.9	-4.5	2.8	1.7	12.3	1.6	24.5
25	S=C(N/N=C/c1cccc2ccccc12)Nc1cccc(Cl)c1	2.4	-2.7	-18.0	-19.4	-22.7	5.6	6.2	-0.6	12.6
26	O=C(Cc1ccccc1)N1CCC(C(=O)N2CCN(c3ccc(F)cc3)CC2)CC1	-4.3	-3.6	3.4	4.5	3.1	2.5	8.1	6.5	20.9
27	Cc1ccc(NC(=S)N=Nc2c(O)n(C)c3ccc(S(=O)(=O)N4CCOCC4)cc23)cc1C	1.0	2.9	0.5	2.8	-2.0	5.0	2.4	1.9	11.0
28	Cc1cc(CNC(=O)COc2ccc([N+](=O)[O-])cc2)c2ccccc2n1	-0.5	-4.6	-2.4	-0.1	1.8	-0.6	5.5	0.8	11.1
29	CCNc1nc(Cl)nc(NCc2ccccc2)n1	7.0	6.1	2.3	0.0	5.4	5.0	-3.1	3.8	7.5
30	COc1ccc(C(=O)Nn2c(CC(C)C)nc3cc(Cl)ccc3c2=O)c(OC)c1	-5.5	3.4	-1.8	-2.2	-5.4	4.7	7.6	-2.3	-8.4
31	COc1ccc(CCN2CCCC(CN(C)C(=O)c3ccoc3C)C2)cc1 (centres undefined)	-1.9	-14.8	-3.0	-1.0	-8.0	3.3	2.9	4.1	0.8
32	Cc1cc(NC(=O)CN2CCCC(C)C2)no1 (centres undefined)	-2.3	5.0	0.2	5.8	-0.3	3.3	1.6	-0.1	2.2
33	Cc1ccc(C(=O)Nc2nnc(-c3ccco3)o2)cc1C	-5.5	1.2	-1.4	-8.0	4.2	0.1	5.2	0.8	10.2
34	CCOC(=O)c1sc2nc(C)c3c(c2c1N)CC(C)(C)OC3	1.0	6.8	1.7	-0.1	3.1	0.9	15.6	6.0	3.7
35	CCOC(=O)CNC(=O)N1c2ccccc2Sc2ccccc21	-2.9	-1.8	0.7	6.0	4.4	1.4	5.8	-2.0	4.7
36	CCCC(=O)NC(=S)Nc1ccccc1C(=O)OC	-7.7	-1.4	1.1	14.4	3.3	2.8	3.3	4.2	-1.5
37	COc1ccccc1CCNC(=O)C1CCCO1 (centres undefined)	-1.9	13.7	-0.3	6.3	-5.7	-0.6	0.0	2.0	10.5
38	Cc1cc(C)cc(C(=O)NCC(=O)OCC(=O)NCC(F)(F)F)c1	2.1	5.0	-0.1	3.5	-1.1	2.7	1.9	6.8	7.4
39	Cc1c(/C=N/NC(=O)COc2ccccc2[N+](=O)[O-])c2ccccc2n1C	0.7	2.5	-4.0	5.8	-0.9	-4.3	-3.9	3.4	2.1
40	CN(C)c1nccc(N(Cc2ccccc2)Cc2ccccc2)c1C#N	-3.4	2.8	-0.4	-2.8	1.5	5.2	-2.2	14.3	-6.7

Whole records, looked up by structure. Order of values: PAD4 inh	PAFAH2 FP inh	LYPLA1 inh	GSTO1 counter	LYPLA2 counter	PAFAH1B2 FP inh	PAFAH1B3 inh	pPAFAH FP inh	PREPL inhibitor
Cc1ccc(NC(=O)CN2CCN(C(=O)c3ccco3)CC2)cc1 is listed with 0.1	-13.3	-0.7	-4.3	-0.6	1.5	4.9	2.9	-0.7
O=C(Cc1ccccc1)N1CCC(C(=O)N2CCN(c3ccc(F)cc3)CC2)CC1 is listed with -4.3	-3.6	3.4	4.5	3.1	2.5	8.1	6.5	20.9

The listing continues.
item	mol	PAD4 inh	PAFAH2 FP inh	LYPLA1 inh	GSTO1 counter	LYPLA2 counter	PAFAH1B2 FP inh	PAFAH1B3 inh	pPAFAH FP inh	PREPL inhibitor
41	CCOc1ccc(Br)cc1CC(=O)O	-4.4	-2.3	-1.1	-3.3	2.5	2.5	2.7	2.5	2.9
42	COc1ccc(CNC(=O)c2c[nH]c3ccccc3c2=O)cc1	-3.8	9.2	3.4	2.3	7.5	-0.5	6.5	1.0	-13.3
43	O=C1CCCC/C1=C\Nc1ccc(Cl)cn1	-3.0	3.8	-0.4	3.1	-2.3	-2.5	2.5	-3.5	7.8
44	COc1ccc(CCNC(=O)c2cc3ccccn3n2)c(OC)c1OC	-1.0	-9.3	0.5	8.1	2.9	-1.0	-9.4	2.0	-6.2
45	CC1CCCCN1C(=O)CN1C(=O)c2ccccc2S1(=O)=O (centres undefined)	1.7	5.1	0.0	5.5	-1.2	3.8	-4.3	2.1	3.5
46	Cc1ccc(OCCCC(=O)NC(C)c2ccccc2)cc1 (centres undefined)	1.3	2.4	-0.9	-2.9	0.1	1.6	3.3	3.0	-9.4
47	Cc1cc(C)c2nc3nc(C)cc(C)c3c(N)c2c1	2.2	-4.6	-5.0	-8.9	-3.1	4.4	3.6	0.4	5.9
48	O=C(NCCCn1ccnc1)/C(=C\c1ccc(Br)cc1)NC(=O)c1ccccc1	3.1	6.3	-3.3	4.7	1.1	5.8	6.1	7.9	4.1
49	COc1ccc(C(C(=O)NC(C)(C)C)N(C(=O)CCC(=O)Nc2cc(C)on2)c2ccc(C)c(C)c2)cc1 (centres undefined)	-1.2	1.1	1.5	4.2	3.5	7.5	-0.9	4.5	-3.1
50	CC1(C(=O)N/N=C/c2ccc([N+](=O)[O-])o2)CC1(Br)Br (centres undefined)	-6.7	6.7	-2.5	13.6	0.3	3.9	5.3	11.1	-2.2
51	O=C(Oc1csc(=S)n1C(=O)c1ccccc1)c1ccccc1	-5.1	7.7	-3.5	-6.7	-3.0	3.9	9.6	14.0	-4.1
52	CC(C)CC1c2[nH]c3ccccc3c2CCN1C(=O)CCC(=O)N(C)C (centres undefined)	-0.9	4.8	1.3	0.2	0.9	9.7	2.4	2.4	1.6
53	O=C(O)c1cc2c(cc1Br)OCCCO2	0.9	-1.4	3.0	1.1	-1.0	0.2	4.6	5.0	2.9
54	c1ccc2c(c1)oc1c(NCc3ccc4c(c3)OCO4)ncnc12	2.7	1.4	2.3	-3.3	7.5	-5.6	5.0	2.7	2.1
55	CSCc1nnc(NC(=O)c2ccc(S(=O)(=O)N(C)C)cc2)o1	-3.4	1.0	2.3	4.7	-0.1	-1.0	6.2	2.6	-13.3
56	CCC(C)(C(=O)Nc1c(C)cccc1C)N(C)C(=O)c1ccc2ccccc2n1 (centres undefined)	2.0	-4.8	-1.3	0.8	4.5	3.2	6.4	1.4	-3.3
57	CC(C)c1nn2c(=O)cc(CSc3ccccc3NC(=O)c3ccccc3F)nc2s1	-1.4	-0.9	-2.2	1.9	7.7	-1.3	10.8	0.6	13.6
58	O=C1C=C(OCc2ccccc2)CN1	-3.3	-8.6	-0.6	6.0	-2.0	-1.4	7.3	5.0	11.2
59	CN(Cc1cccc(Cl)c1Cl)CC(O)COc1ccccc1 (centres undefined)	-1.8	3.6	-2.8	0.2	-11.7	4.0	-5.4	3.9	-10.8
60	Cc1ccc(S(=O)(=O)Nc2nc(CN3CCOCC3)nc3sc(C)c(C)c23)cc1	0.9	6.5	-0.6	nt	-3.4	-3.3	-0.4	7.3	1.2
61	Cc1ccc(-c2nnc(Nc3ccc(C(=O)N(C)C)cc3)c3ccccc23)cc1S(N)(=O)=O	-1.4	7.5	-0.3	-3.0	-2.8	3.9	6.8	8.9	8.4
62	CC1CCCCC12NC(=O)N(CC(=O)Nc1ccccc1-c1ccccc1)C2=O (centres undefined)	-2.9	19.6	-1.4	7.4	-0.3	9.1	-1.9	-1.3	20.0
63	Cc1cc(SCC(=O)c2cccs2)nc2c(C)cccc12	-8.5	-4.1	-2.8	-2.7	-3.4	0.6	1.3	2.5	-3.5
64	C=CCn1c(CCC(O)COCCC)n[nH]c1=S (centres undefined)	-2.5	-2.5	-0.1	-2.4	-4.2	-3.9	3.2	0.6	1.6
